HIV Rev-RRE inh: inhibitors of HIV-1 Rev-RRE RNA interaction | Rev peptide-RRE RNA binding, FRET | 0.79% of 97,000 active | inhibition, % at 8 µM | AID 704 | P05866;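 active = inhibition above the screen-wide mean plus 3 SD, cut at about 35% in these data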;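 also: 0% = median DMSO wells and 100% = median Neomycin B control wells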
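assay system = Cy5-tagged RRE RNA duplex with fluorescein-tagged Rev peptide | incubation = 5 + 15 min at 25 °C | also added = labelled Rev peptide | measure = % inhibition of FRET ratio versus controls | benchmarks = DMSO wells as 0% and neomycin B wells as 100% inhibition | measured by = FRET fluorescence readout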
Plk1 PBD FP: inhibitors of human Plk1 polo box domain binding; P53350; Plk1 PBD phosphopeptide binding, fluorescence polarization; inhibition, %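 (tested at about 20 µM)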; 0.13% of 97,000 active; AID 693; in the data active = inhibition above about 34%, passing the limit was not always enough
PTK2B oligo ant: Pyk2 (human) oligomerization antagonism; Q293 cells, Pyk2 FERM NanoBiT luminescence; active compounds read low; z-score (the deposit names both 25 µM and 10 µM); 0.83% of 99,000 active; AID 1347419;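 active = Z-score of -3 or lower, scaled per plate to the spread of control and sample wells; inactive = z-score above -3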;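 also: negative z-score means lost luminescence so less FERM oligomerization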
LYP inh 2: LYP (human) phosphatase inhibition | Q9Y2R2 | inhibition, % at 2 µM | recombinant LYP catalytic domain, DiFMUP fluorescence | 0.21% of 96,000 active;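 active = inhibition at 2 µM at or above a set limit, the screen mean plus 3 SD, cut at about 24% in these data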;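 also: 0% = DMSO with enzyme and 100% = enzyme fully blocked by orthovanadate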
EphB4 ephrin blk: EphB4-ephrin-B2 interaction antagonism | P54760 | EphB4 LBD / TNYL-RAW-Alexa532 peptide, fluorescence polarization | inhibition, % at 7 µM | 0.15% of 97,000 active | AID 720;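 active = inhibition above the screen-wide mean inhibition plus 3 SD, cut at about 15% in these data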;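 also: 0% = DMSO wells and 100% = excess unlabeled TNYL-RAW peptide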
FAK blocker: FAK (human) kinase inhibition; biochemical FAK kinase activity assay; inhibition, %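 (tested at 7 µM)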; Q05397; AID 727; 0.84% of 97,000 active; in the data active = inhibition above about 19%;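 also: 0% = DMSO and 100% = reference compound high control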
Target sequence (Q05397 whole entry, looked up): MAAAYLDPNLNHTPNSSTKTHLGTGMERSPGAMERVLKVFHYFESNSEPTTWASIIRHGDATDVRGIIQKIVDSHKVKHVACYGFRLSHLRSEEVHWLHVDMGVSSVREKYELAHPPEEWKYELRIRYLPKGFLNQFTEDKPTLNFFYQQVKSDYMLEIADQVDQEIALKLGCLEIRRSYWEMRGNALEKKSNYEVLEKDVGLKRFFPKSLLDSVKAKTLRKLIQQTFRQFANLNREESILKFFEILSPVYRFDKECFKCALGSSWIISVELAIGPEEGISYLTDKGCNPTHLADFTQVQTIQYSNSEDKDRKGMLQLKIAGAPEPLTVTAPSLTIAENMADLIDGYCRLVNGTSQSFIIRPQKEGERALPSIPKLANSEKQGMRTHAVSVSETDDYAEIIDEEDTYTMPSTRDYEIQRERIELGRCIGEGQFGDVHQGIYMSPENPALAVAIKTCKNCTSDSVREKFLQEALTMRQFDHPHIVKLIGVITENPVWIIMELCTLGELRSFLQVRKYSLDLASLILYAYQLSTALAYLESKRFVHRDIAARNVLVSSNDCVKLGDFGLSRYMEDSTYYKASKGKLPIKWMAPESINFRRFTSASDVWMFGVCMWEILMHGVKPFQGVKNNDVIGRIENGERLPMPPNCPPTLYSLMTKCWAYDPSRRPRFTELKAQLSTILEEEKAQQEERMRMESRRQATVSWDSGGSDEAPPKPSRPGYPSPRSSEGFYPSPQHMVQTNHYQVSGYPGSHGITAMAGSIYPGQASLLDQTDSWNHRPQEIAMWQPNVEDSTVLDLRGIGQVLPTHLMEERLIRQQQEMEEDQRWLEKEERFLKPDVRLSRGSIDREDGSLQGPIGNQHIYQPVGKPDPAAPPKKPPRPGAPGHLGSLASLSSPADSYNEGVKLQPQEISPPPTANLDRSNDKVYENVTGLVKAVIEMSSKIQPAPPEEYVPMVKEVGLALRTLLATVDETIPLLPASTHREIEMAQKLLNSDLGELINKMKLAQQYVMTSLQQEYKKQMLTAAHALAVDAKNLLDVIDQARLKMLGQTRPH
cytoskel mod: modifiers of cytoskeleton assembly; HUVEC TNFa F-actin phalloidin imaging, high content; inhibition, % at 2 µM; 0.18% of 91,000 active; AID 836;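 active = inhibition above the batch mean plus 3 SD and confirmed as a hit by visual image inspection, cut at about 30% in these data, passing the limit was not always enough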; also: strong numbers were not always called active
PLK1 inh: blocks human PLK1 kinase activity; recombinant PLK1 kinase, TR-FRET peptide phosphorylation; P53350; 0.53% of 97,000 active; AID 619; inhibition, % at 10 µM;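 active = inhibition of 50% or more in the single-concentration screen; inactive = inhibition below 50%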;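 also: 0% = DMSO max control and 100% = H-89 dihydrochloride min control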
LYP act: activators of human LYP (PTPN22) phosphatase; 0.11% of 96,000 active; activation, % at 2 µM; recombinant LYP, DiFMUP fluorescence; 0 = plate median, 100 = signal doubled; Q9Y2R2;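 active = activation at 2 µM above a set limit, the mean plus 5 SD, cut at about 37% in these data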
* marks the source's active call; other numbers are inactive results; . = not tested or not shown; [ ] = remark or other dose. An unsorted share of the library (roughly 3.5% active in at least one column).

SMILES	HIV Rev-RRE inh	Plk1 PBD FP	PTK2B oligo ant	LYP inh 2	EphB4 ephrin blk	FAK blocker	cytoskel mod	PLK1 inh	LYP act
CCOc1ccc(-c2cc(C)n3nc(C(N)=O)cc3n2)cc1	3	-19	-0.2	1	4	1	.	-17	1
O=C(NCc1ccncc1)Nc1ccc(Cl)cc1Cl	2	-15	0.62	-2	-2	0	-8	-6	2
COC(=O)c1cc(OC)c(OC)cc1NC(=S)N1CCN(C)CC1	-3	-9	-0.35	-6	3	1	-16	-16	8
CCCn1c(SCC(=O)Nc2nc(C)c(C(=O)OC)s2)nnc1C(C)C	2	-8	0.65	10	-6	-2	8	-8	-12
CCn1c(SCC(=O)NCc2ccccc2)nc2ccccc2c1=O	-2	-26	0.42	-8	-4	-9	-33	-10	7
Cc1cccc(NC(=O)/C(C#N)=C\c2cccnc2)c1	7	3	-0.36	-4	-11	-3	-23	14	11
CCCSc1nc(NCc2ccco2)c2c3c(sc2n1)COC(C)(CC)C3 (stereo not given)	7	-9	-0.55	-2	1	2	0	-10	7
Cc1ccc2c(Cl)cc(Cl)c(OCc3c(C)noc3C)c2n1	1	-15	0.8	6	-6	0	-4	-7	-2
Cn1c(=O)c2c(ncn2CC(=O)OCc2ccccc2)n(C)c1=O	2	11	0.89	-8	-8	4	1	-3	6
COc1ccc(-c2cnn3c(N)c(S(=O)(=O)c4ccccc4)cnc23)cc1	3	-6	-2	.	-4	-3	.	28	.
Cc1nn(-c2ccc(F)cc2)c2sc(C(=O)O)cc12	6	12	2.5	-5	2	-2	-8	2	9
CCOC(=O)c1sc2nc3n(c(=O)c2c1C)CCC(C)CC3 (stereo not given)	10	7	-1.1	1	6	-2	.	-4	-2
CCn1c(COc2ccc(=O)n(-c3ccccc3)n2)nnc1SCc1cccc(OC)c1	1	15	0.62	-2	-2	0	0	-21	3
Fc1ccc(C(c2nnnn2CCc2ccccc2)N2CCCc3ccccc32)cc1 (stereo not given)	8	14	-0.45	2	2	-1	-31	17	-4
CCOC(=O)C1=C(N)Oc2c(oc(CO)cc2=O)C1c1ccc(F)cc1 (stereo not given)	6	-6	0.55	-7	10	-2	26	-7	6

Rewritten with bars between the fields: part of the list above
SMILES | HIV Rev-RRE inh | Plk1 PBD FP | PTK2B oligo ant | LYP inh 2 | EphB4 ephrin blk | FAK blocker | cytoskel mod | PLK1 inh | LYP act
O=C(NCc1ccncc1)Nc1ccc(Cl)cc1Cl | 2 | -15 | 0.62 | -2 | -2 | 0 | -8 | -6 | 2
COC(=O)c1cc(OC)c(OC)cc1NC(=S)N1CCN(C)CC1 | -3 | -9 | -0.35 | -6 | 3 | 1 | -16 | -16 | 8

Next part:
SMILES	HIV Rev-RRE inh	Plk1 PBD FP	PTK2B oligo ant	LYP inh 2	EphB4 ephrin blk	FAK blocker	cytoskel mod	PLK1 inh	LYP act
Cc1ccc2cc(C#N)c(SCC(=O)NCc3ccco3)nc2c1	14	-6	0.89	8	1	12	-9	-7	-8
CCCC[N+](C)(C)CCC(=O)NC(C)(C)CS(=O)(=O)[O-]	1	0	1.1	6	0	-5	-7	-1	-6
CCOC(=O)c1c(C)nc2ccc(C)cn12	9	6	-0.26	0	0	0	-13	14	-3
COC(=O)c1ccccc1NC(=O)C1CCN(S(C)(=O)=O)CC1	8	-6	1.2	-12	8	0	3	-12	6
O=C(NCc1ccco1)C1CC(=O)N(CCc2ccccc2)C1 (stereo not given)	-1	-12	1.1	-9	-8	-1	-13	-10	7
COc1ccc(/C=C/C(=O)NCc2cn(C)nc2C)cc1COc1ccc(Cl)cc1Br	-4	2	0.67	-6	-4	-1	-14	-9	11
COc1ccc(CCNC(=O)c2n[nH]c(=O)c3ccccc23)cc1	7	-8	-0.19	7	4	0	.	-7	-5
O=C(CCc1nc2ccccc2[nH]c1=O)OCc1ccc(S(=O)(=O)N2CCOCC2)cc1	0	21	0.68	10	-3	0	.	-4	-12
NS(=O)(=O)c1cccnc1Nc1c(Cl)cccc1Cl	3	7	0.01	2	4	-1	5	-6	-4
COc1cc(OC)cc(C(=O)NCCOc2ccccc2)c1	9	6	0.47	-7	-10	2	.	-3	8
O=C(Cc1ccc(-n2c(=O)[nH]c3ccccc3c2=O)cc1)N1CCN(c2ccccc2)CC1	4	0	-0.64	6	5	7	4	-9	-7
O=C(OCCOCCN=C1NS(=O)(=O)c2ccccc21)c1ccncc1	6	-27	0.05	-1	12	1	11	5	0
O=C(c1cccc(F)c1)N1CCN(C2CCCCC2)CC1	0	-36	-0.54	-13	6	0	12	-10	12
COc1cc(C2C(C#N)=C(N)Oc3c2oc(CO)cc3=O)ccc1OC(C)C (stereo not given)	13	11	-0.57	-4	4	4	-3	-5	1
COc1ccc(C2=Nc3cc(C)ccc3OC2)cc1	15	11	-0.27	-9	6	3	.	-7	10
CN(C1CCS(=O)(=O)C1)S(=O)(=O)c1ccc(C2CCCCC2)cc1 (stereo not given)	12	-6	2.9	-20	1	1	-6	-9	19
O=C(CN1C2=NCCCN2c2ccccc21)c1ccc2c(c1)OCO2	-7	5	-0.26	7	0	5	.	-8	-8
CC(c1ccccc1)N1CCn2c(nc3cc(NC(=O)c4cccs4)ccc32)C1 (stereo not given)	12	-8	1.2	-5	0	3	-3	-13	9
CCCCc1c(C)nn(-c2nnc3c4ccccc4n(CC)c3n2)c1C	5	17	-1.6	9	5	0	0	-11	-10
Cc1ccc(-c2nnc(-c3cccc(NC(=O)c4cccs4)c3)o2)cc1	2	-26	0.21	19	11	6	-5	-12	-17
CS(=O)(=O)N(CC(=O)O)c1cccc(Cl)c1	1	-7	-0.91	-6	2	0	2	2	6
CC(C)CCOc1ccc(NC(=O)C2OC3OC(C)(C)OC3C3OC(C)(C)OC23)cc1 (stereo not given)	-1	25	-0.13	-2	-2	2	-28	-2	4
CCOC(=O)C(C(=O)NCC1CCCO1)C1CCCCC1 (stereo not given)	0	-27	0.52	-12	10	0	-15	-14	7
CC1(CC(=O)N/N=C/c2ccc(OCc3ccc(Cl)cc3Cl)cc2)OCCCO1	0	-43	0.32	-4	-6	1	-39	-10	6
N#CC1=C(N)Oc2n[nH]c(-c3cccs3)c2C1c1ccoc1 (stereo not given)	11	-13	-0.22	6	-5	1	15	23	-8
COc1ccccc1-c1cc(C(=O)Nc2c(F)cc(F)cc2Br)no1	-2	3	-0.24	-1	-5	-1	-51	-7	-2
CSc1ccccc1NC(=O)c1ccccc1N(C)S(C)(=O)=O	-2	3	1.2	-1	-5	1	7	-11	0
CCCN1C2CCCC1CC(NC(=O)C1CCCCC1)C2 (stereo not given)	5	-8	0.3	6	4	-1	1	-11	-6
Cc1ccc(-c2nc3cccnc3o2)cc1NC(=O)COc1ccc(C(C)(C)C)cc1	2	2	-2.9	15	82*[fluorescence artefact?]	4	.	-1	-14
Cc1cccc(N2C(=O)C3C4C=CC(C4)C3C2=O)c1 (stereo not given)	2	2	-0.36	-4	-1	1	0	-7	3
COc1ccc(CNC(=O)c2nnn(Cc3ccc(OC)cc3)c2N)cc1	2	-25	.	-12	-1	2	22	-14	11
Cc1ccc(-n2ncc(C(=O)N3CCc4ccccc4C3)c2NC(=O)c2ccco2)cc1C	9	14	0.56	-9	2	-1	-8	-9	9
Cn1nc(-c2ccc(Cl)cc2)c2cc(C(=O)N3CCN(C(=O)c4ccco4)CC3)sc21	2	-18	.	10	6	5	-4	-2	-14
COc1ccc(S(=O)(=O)N2CN(Cc3ccco3)c3nc4ccccc4nc32)cc1	30	0	0.12	-13	-6	0	-6	-7	9
O=C(CSc1nc2c(c(=O)n1-c1ccc(Br)cc1)SCC2)NCC1CCCO1 (stereo not given)	-3	19	-0.83	4	-13	-4	-21	2	0
Cc1sc2c(c1C)CN(Cc1ccncc1)CN2C(=O)c1ccco1	-7	28	-0.81	-11	1	3	11	-9	10
CC(=O)N1c2c(cc(Br)cc2S(=O)(=O)N2CCN(c3ccccn3)CC2)CC1C (stereo not given)	1	-19	-0.56	-7	-2	-1	-5	5	5
Cc1cc(C(=O)CSc2nnc(-c3ccco3)o2)c(C)n1Cc1ccco1	-8	21	-0.86	-8	-6	5	-8	-4	6
CN=C(C)c1c(O)c2ccccc2oc1=O	4	3	1.6	-3	2	0	-1	-2	2
COC(=O)c1sc2ccccc2c1NC(=O)c1cccs1	2	4	-0.95	9	3	0	12	-9	-6
COc1ccc(C(=O)COC(=O)c2ccco2)cc1	4	-10	0.63	-7	-9	2	6	-4	7
CCCC(=O)Nc1ccc2c(c1)C(=O)NC2=O	2	-10	.	-5	-6	1	-2	4	4
CC(=O)Nc1ccc(NC(=O)C2CCN(S(=O)(=O)c3cccc4nonc34)CC2)cc1	6	-23	-0.56	-6	1	1	-27	-12	4
Cc1cc(C=C2C(=O)c3ccccc3C2=O)c(C)n1-c1ccccc1	17	-14	0.31	6	0	12	-35	-12	-4
COc1cc(NC(=O)c2ccc3c(c2)OCO3)c2ncccc2c1	8	2	-0.07	5	4	4	-2	-13	-4
Cc1c(NS(=O)(=O)c2cccc(C(=O)NCc3ccc(Cl)cc3)c2)c(=O)n(-c2ccccc2)n1C	2	-17	-1.2	13	2	2	-14	-7	-13
NS(=O)(=O)c1ccc(CCNC(=O)C2CCCCC2)cc1	2	-18	-0.33	-3	3	-2	0	4	5

Among those listed so far, these contain a thiophene ring, fused or not.
SMILES	HIV Rev-RRE inh	Plk1 PBD FP	PTK2B oligo ant	LYP inh 2	EphB4 ephrin blk	FAK blocker	cytoskel mod	PLK1 inh	LYP act
CCCSc1nc(NCc2ccco2)c2c3c(sc2n1)COC(C)(CC)C3 (stereo not given)	7	-9	-0.55	-2	1	2	0	-10	7
Cc1nn(-c2ccc(F)cc2)c2sc(C(=O)O)cc12	6	12	2.5	-5	2	-2	-8	2	9
CCOC(=O)c1sc2nc3n(c(=O)c2c1C)CCC(C)CC3 (stereo not given)	10	7	-1.1	1	6	-2	.	-4	-2
CC(c1ccccc1)N1CCn2c(nc3cc(NC(=O)c4cccs4)ccc32)C1 (stereo not given)	12	-8	1.2	-5	0	3	-3	-13	9
Cc1ccc(-c2nnc(-c3cccc(NC(=O)c4cccs4)c3)o2)cc1	2	-26	0.21	19	11	6	-5	-12	-17
N#CC1=C(N)Oc2n[nH]c(-c3cccs3)c2C1c1ccoc1 (stereo not given)	11	-13	-0.22	6	-5	1	15	23	-8
Cn1nc(-c2ccc(Cl)cc2)c2cc(C(=O)N3CCN(C(=O)c4ccco4)CC3)sc21	2	-18	.	10	6	5	-4	-2	-14
Cc1sc2c(c1C)CN(Cc1ccncc1)CN2C(=O)c1ccco1	-7	28	-0.81	-11	1	3	11	-9	10
COC(=O)c1sc2ccccc2c1NC(=O)c1cccs1	2	4	-0.95	9	3	0	12	-9	-6

Assay outcomes (PubChem BioAssay)
